# Assay outcomes deposited in PubChem by National Center for Advancing Translational Sciences (NCATS).
# HT1080NT lethal: kills 2HG-producing HT-1080-NT fibrosarcoma cells; 360,000 tested, 1.6% active; Potency, µM (doses to about 46.1 µM), for inactives: at the top dose activity, negative = less viability, most hits filed as cytotoxic; HT-1080-NT fibrosarcoma viability, CellTiter-Glo ATP luminescence, 48 h; AID 686970;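 note: NT is the 2HG producing partner of a matched IDH1 knockdown line; potency is the fitted concentration of half-maximal effect; 0% = DMSO-treated cells and -100% = media-only wells without cells; nearly all actives have a fitted effect of over 55% in size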
#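 Toxicity toward the 2HG-producing NT line was scored as %Activity, normalised to DMSO and no-cell wells, from CellTiter-Glo luminescence after 48 hours' treatment.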
# KB-V1 cytotox: kills drug-selected multidrug resistant KB-V1 cells; AID 1347076; 400,000 tested, 3.4% active; Potency, µM (titrated, usually from 46.1 µM), for inactives: at the highest dose activity change, negative = cytotoxicity, hits mostly cytotoxic; KB-V1 MDR cells viability, CellTiter-Glo, 72 h; note: potency is the fitted concentration of half-maximal effect; % is set by controls: 0 for no effect and ±100 for the full control effect; nearly all actives have a fitted effect of over 60% in size
#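 KB-V1, DMEM (no phenol red) + 10% FBS; cpd pin-transferred, titration series; 72 h, 37 degrees C; CellTiter-Glo, luminescence. Data normalized, curve-fit.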
# IL1B secr inh: inflammasome signaling inhibition, IL-1 beta readout. THP-1 LPS/ATP IL-1B secretion, AlphaLISA, 16 h; active compounds read low. activity change, % at 57.5 µM. 360,000 tested, 4.7% active; in the data active = activity change below about -50%; inconclusive = mostly about -30% to -49%; note: % is set by controls: 0 for no effect and ±100 for the full control effect
#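 Secreted IL-1B measured by AlphaLISA bead assay after 16 h compound exposure of THP-1 cells; compounds (final up to 57.5 uM) added 1 h before LPS (250 ng/mL) and ATP (1.25 mM) stimulation; lower signal means less secretion.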
# SW480 rereplic: inducers of DNA re-replication in SW480 colon cancer cells; SW480 DNA re-replication, Hoechst DNA content imaging, 48 h; Potency, µM (titrated, usually from 46.1 µM), inactives show at the top dose re-replication activation, usual class: activators; 340,000 tested, 1.8% active; note: potency is the fitted concentration of half-maximal effect; % of control where 0% means no effect; nearly all actives have a fitted effect of over 55% in size
#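 Quantitative HTS format with DMSO vehicle controls; 48 hr drug incubation at 37 C, then 40 min Hoechst staining and scanning imager measurement at 405 nm excitation.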
# ATXN2 expr inh: reduces ATXN2 reporter expression in HEK-293 cells. HEK-293 ATXN2-luciferase reporter, luminescence, 24 h. Potency, µM (titrated, usually from 57 µM), without a hit: at the top dose activity change, negative = inhibition, most hits filed as inhibitors. 360,000 tested, 0.72% active; note: potency is the fitted concentration of half-maximal effect; % is set by controls: 0 for no effect and ±100 for the full control effect; nearly all actives have a fitted effect of over 55% in size
#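 ATXN2-luciferase reporter cells (luciferase flanked by upstream and downstream ATXN2 gene portions) were treated 24 h at 37 °C with compounds at up to 57 uM. SteadyGlo luminescence gave expression; GF-AFC fluorescence gave viability.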
# KB-3-1 cytotox: KB-3-1 parental cell cytotoxicity; KB-3-1 viability, CellTiter-Glo ATP luminescence, 72 h; Potency, µM (highest dose often 46.1 µM), for the others: top-dose activity change, negative = cytotoxic, hits mostly cytotoxic; 400,000 tested, 1.4% active; AID 1347075; note: potency is the fitted concentration of half-maximal effect; % is set by controls: 0 for no effect and ±100 for the full control effect; nearly all actives have a fitted effect of over 60% in size
#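 Using CellTiter-Glo luminescence, growth of non-resistant KB-3-1 adenocarcinoma cells is assessed 72 h after pin-tool compound addition at 37 °C. Normalized responses across the concentration series yield fitted curves.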
# MCF10A rereplic: induces DNA re-replication in MCF 10a normal breast cells; MCF 10A DNA re-replication, Hoechst nuclear intensity, 48 h; Potency, µM (top dose mostly 46.1 µM), without a hit: at the highest dose activity, positive = re-replication, hits mostly activators; 350,000 tested, 2.9% active; AID 624296; note: potency is the fitted concentration of half-maximal effect; % of control where 0% means no effect; nearly all actives have a fitted effect of over 50% in size
# WRN inhibitor: blocks human WRN helicase. WRN helicase unwinding, fluorescent forked duplex, kinetic. 360,000 tested, 0.46% active. Potency, µM (series often up to 114 µM), without a hit: at the highest dose activity change, negative = inhibition, hits mostly inhibitors; note: potency is the fitted concentration of half-maximal effect; % is set by controls: 0 for no effect and ±100 for the full control effect; nearly all actives have a fitted effect of over 55% in size
# Target sequence (Q14191 whole entry, looked up): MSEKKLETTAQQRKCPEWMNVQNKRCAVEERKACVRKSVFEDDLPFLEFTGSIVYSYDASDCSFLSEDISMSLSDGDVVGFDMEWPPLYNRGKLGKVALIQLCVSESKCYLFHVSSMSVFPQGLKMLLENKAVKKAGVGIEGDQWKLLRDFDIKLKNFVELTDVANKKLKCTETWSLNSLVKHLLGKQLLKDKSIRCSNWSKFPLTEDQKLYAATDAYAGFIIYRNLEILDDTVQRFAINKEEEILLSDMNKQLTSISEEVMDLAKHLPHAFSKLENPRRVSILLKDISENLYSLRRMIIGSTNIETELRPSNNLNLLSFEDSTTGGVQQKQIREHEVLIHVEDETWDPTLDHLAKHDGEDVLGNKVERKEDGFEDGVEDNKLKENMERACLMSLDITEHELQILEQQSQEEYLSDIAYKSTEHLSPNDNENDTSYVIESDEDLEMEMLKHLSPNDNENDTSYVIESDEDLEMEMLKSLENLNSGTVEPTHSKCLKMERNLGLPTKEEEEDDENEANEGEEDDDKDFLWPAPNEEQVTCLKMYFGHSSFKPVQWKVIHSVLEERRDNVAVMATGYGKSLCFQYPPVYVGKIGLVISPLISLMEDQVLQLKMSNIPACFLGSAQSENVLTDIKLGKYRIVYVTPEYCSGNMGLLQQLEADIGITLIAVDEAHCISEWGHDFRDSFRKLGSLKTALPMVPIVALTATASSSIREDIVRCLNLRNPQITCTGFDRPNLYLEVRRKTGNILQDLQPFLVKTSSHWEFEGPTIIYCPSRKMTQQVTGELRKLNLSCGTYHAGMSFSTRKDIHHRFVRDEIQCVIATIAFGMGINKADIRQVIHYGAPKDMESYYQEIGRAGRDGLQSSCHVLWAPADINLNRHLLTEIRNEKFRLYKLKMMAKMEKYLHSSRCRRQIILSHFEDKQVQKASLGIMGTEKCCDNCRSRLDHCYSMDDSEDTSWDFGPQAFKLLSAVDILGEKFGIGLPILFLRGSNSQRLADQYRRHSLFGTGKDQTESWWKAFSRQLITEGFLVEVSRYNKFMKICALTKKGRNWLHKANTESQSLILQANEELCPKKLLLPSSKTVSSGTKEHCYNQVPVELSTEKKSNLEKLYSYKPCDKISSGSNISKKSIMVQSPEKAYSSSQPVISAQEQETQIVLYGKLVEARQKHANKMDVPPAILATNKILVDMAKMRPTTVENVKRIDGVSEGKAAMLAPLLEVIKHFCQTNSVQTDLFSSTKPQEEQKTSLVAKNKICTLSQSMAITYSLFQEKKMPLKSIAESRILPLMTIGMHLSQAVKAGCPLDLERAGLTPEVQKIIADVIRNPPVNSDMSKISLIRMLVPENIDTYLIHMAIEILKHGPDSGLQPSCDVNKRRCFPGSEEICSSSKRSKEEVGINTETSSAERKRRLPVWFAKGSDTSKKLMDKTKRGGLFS
#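 Fluorescence dequenching readout, ex 525 nm/em 598 nm, kinetic mode: forked duplex DNA (100 nM final) with adjacent fluorophore and quencher unwound by WRN (20 nM final) with 2 mM ATP. Compound preincubation 15 min, room temperature.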
# HT1080 IDH1KD tx: HT-1080 IDH1 knockdown cell toxicity (counter line); HT-1080 IDH1 knockdown viability, ATP luminescence, 48 h; Potency, µM (top dose mostly 46.1 µM), without a hit: top-dose activity, negative = toxicity, usual class: cytotoxic; 360,000 tested, 2% active; AID 686971;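 note: potency is the fitted concentration of half-maximal effect; 0% = DMSO wells and -100% = cell-free medium wells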
#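 Viability of IDH1-knockdown HT-1080 fibrosarcoma cells was assessed by CellTiter-Glo after 48 h at 37 °C with titrated compound; concentration-effect curves were classified by fit quality and response size.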
# Numbers without * were called inactive; ? = inconclusive; . = no result given; [ ] = remark or other dose. Unless noted, calls come from the whole dose curve; as a rule, active = well fitted curve in the direction sought with a large enough effect; inconclusive = small, poorly fitted or top-dose-only effect, or another doubt; inactive = no such curve, though single readings can be large; an effect the other way counts as inactive or inconclusive.
SMILES,HT1080NT lethal,KB-V1 cytotox,IL1B secr inh,SW480 rereplic,ATXN2 expr inh,KB-3-1 cytotox,MCF10A rereplic,WRN inhibitor,HT1080 IDH1KD tx
CC1(C)Cc2c(cnn2-c2ccc(F)cc2)C(NC(=O)CN2CCCC2=O)C1 (stereo not given),0%,?,0,2%,21%,0%,5%,-2%,8%
CCc1c(C)sc(NC(=S)N2CCN(CC)CC2)c1C(=O)OC,-19%,5%,-56*,-5%,-25%,9%,6%,-6%,-13%
COc1cc(C2SCCS2)cc(Br)c1Oc1ncccc1[N+](=O)[O-],-14%,0%,-2,-1%,-17%,-5%,0%,-28%,-18%
COc1ccc(C(CC(=O)N2CCCC(C)C2)c2c(OC)cc(OC)c3ccc(=O)oc23)cc1 (stereo not given),-5%,-4%,-7,0%,-22%,5%,17%,-9%,-9%
Cc1cccc(N2C(=S)NC3c4cc(Cl)ccc4OC2(C)C3C(=O)N(C)C)c1 (stereo not given),-17%,-11%,20,12%,-9%,-6%,1%,7%,-6%
O=[N+]([O-])c1ccc(/C=[N+](\[O-])CCO)o1,-3%,-2%,0,12%,.,-2%,0%,-4%,-6%
O=C(O)CCCC(=O)Nc1ccccc1-n1ccnc1,10%,3%,37,-2%,4%,-6%,-7%,-3%,0%
Cc1ccc(-c2nc(C)sc2CC(=O)OCC(=O)Nc2cccc([N+](=O)[O-])c2)cc1,-8%,13%,33,-1%,-17%,-21%,24%,-3%,-18%
COc1cccc(-c2nc(=S)c3c(o2)CCCC3)c1,9%,4%,-10,-3%,.,-4%,-1%,-7%,3%
CCCN1CCN(C(=O)c2ccc(CS(=O)c3ccc(F)cc3)o2)CC1 (stereo not given),-1%,2%,-1,23%,1%,2%,-1%,-2%,6%
O=C(NC(=S)Nn1cnnc1)c1ccccc1Br,-6%,0%,-8,-14%,.,5%,-4%,-3%,7%
Cc1ccc(C)c(-c2nc3ccc(N)cc3[nH]2)c1,0%,?,65,?,10%,?,?,-4%,-14%
COc1ccccc1NS(=O)(=O)c1cc(NC(=O)C(C)C)ccc1N1CCCCC1,1%,?,-5,-2%,-15%,?,-1%,-22%,1%
CCCCOc1ccc(N(CC(=O)NCc2ccco2)C(=O)CCC(=O)Nc2nccs2)cc1,-13%,-6%,-8,0%,-12%,-1%,5%,-4%,-13%
COc1ccccc1NS(=O)(=O)c1cccc(C(=O)NNC(=O)c2ccc(NC(C)=O)cc2)c1,-5%,-4%,4,27%,-9%,0%,-4%,-4%,10%
NC(=O)c1ccsc1NC(=O)c1ccc(S(=O)(=O)N2CCCCC2)cc1,0%,5%,-30,7%,3%,-12%,?,-5%,-1%
Cc1nn(C(C)C(=O)NCc2ccc(Cl)cc2)c(=O)c2cc3occc3n12 (stereo not given),13%,4%,-7,0%,-1%,8%,3%,-2%,-2%
COC(=O)/C=C1\N/C(=N/c2nc(C)c3cc(OC)ccc3n2)NC1=O,-24%,-17%,15,1%,-29%,?,9%,-17%,?
COc1ccc(C(C)=O)cc1CSc1nc2cc(C(=O)O)ccc2c(=O)n1Cc1ccccc1,-5%,?,0,-11%,-7%,-11%,?,-27%,-4%
COC(=O)c1sc2ccccc2c1-n1cccc1C(=O)C(=O)Nc1ccc(C)cc1,-6%,9.2µM*,0,-2%,1%,?,0%,-8%,-6%[9.24 µM]
Cc1ccc(NC(=O)C(c2ccccc2)N2CCN(CC(=O)N3CCOCC3)CC2)cc1 (stereo not given),14%,16%,12,?,10%,11%,25%,0%,8%
O=C(CSc1nc2nn(-c3ccccc3)c(=O)c-2c2n1CCCCC2)Nc1ccc(OC(F)F)cc1,-10%,11%,?,?,7%,-25%,2%,-17%,-14%
COc1cccc(NC(=O)CN(C)C(=O)c2c(C)nn(-c3ccccc3)c2Cl)c1,-18%,3%,5,13%,.,-2%,-1%,-3%,0%
O=C(Nc1ccccc1)Nc1ccccc1Br,-12%,?,-9,3%,32%,?,12%,16%,0%
Cc1occc1C(=O)N/N=C/c1cccc2ccccc12,-4%,-28%,6,1%,73%[activator],5%,?,-3%,4%
Cc1ccc(NC(=S)N2CCC(NC(=O)c3cccc(F)c3)CC2)cc1,1%,1%,4,13%,-4%,-1%,-1%,1%[57.1 µM],4%
CCOc1cc(S(=O)(=O)NCCc2cccc(C)c2)c(OCC)cc1-n1cnnn1,1%,-22%,-23,1%,9%,-7%,15%,-1%[57.1 µM],9%[9.24 µM]
O=C(N/N=C/c1cn(-c2cccs2)nc1-c1ccccc1)c1ccccc1O,?,?,77,?,0%,-20%,15µM*,-31%[57.1 µM],21µM*
O=C(CCS(=O)(=O)c1ccccc1)NNC(=O)COc1ccc(F)cc1,8%,0%,14,-6%,8%,12%,-5%,-5%,1%
COc1cccc(/C=C/C(=O)N2CC(C)OC(C)C2)c1OC (stereo not given),26%,12%,-1,-12%,22%,9%,9%,7%,13%
Cc1nc2ccc(C(=O)Nc3cccc(OCC(=O)N(C)C)c3)cn2c1N(C)CC1CCCCC1,?,?,-51*,.,?,-1%,.,-7%,?
CCC1S/C(=C(\C#N)C(N)=O)N(c2ccc(F)cc2)C1=O (stereo not given),18%,-1%,0,-1%,2%,3%,-1%,-5%,20%
Cc1cccc(Nc2nc(NCC3CCCO3)nc(N)c2[N+](=O)[O-])c1 (stereo not given),4%,?,15,0%,-15%,10%,2%,-14%,5%
COc1ccc2cc(C(=O)Nc3ccccc3)sc(=O)c2c1OC,-4%,?,0,0%,7%,6%,?,-35%,-17%
COc1ccc2nc(C)cc(N/N=C/c3cccc(OC)c3O)c2c1,?,?,-99*,?,?,4%,?,?,16µM*
CN(C)C(CNC(=O)c1ccc2[nH]c(=O)c(=O)[nH]c2c1)c1ccco1 (stereo not given),8%,?,24,-20%,.,3%,-4%,-5%,1%
CC(c1nccs1)N(C)C(=O)c1cn(Cc2cccc3ccccc23)nn1 (stereo not given),3%,3%,-3,-10%,45%[activator],21%,-2%,-3%[57.1 µM],9%
CCc1noc(C)c1C(=O)Nc1cc(S(=O)(=O)N(CC)CC)ccc1N1CCCC1,0%,0%,0,-1%,10%,10%,-1%,3%,4%
O=C(NCCc1nccs1)C1CCC(=O)N(CCc2ccc(Cl)cc2)C1 (stereo not given),7%,-6%,1,4%,5%,-12%,10%,-9%,6%
Cn1c(=O)n(-c2cccc(Cl)c2)c(=O)n1C,1%,1%,-14,-16%,-3%,6%,-3%,4%,2%

# Another view of some results above:
Structure	HT1080NT lethal	KB-V1 cytotox	IL1B secr inh	SW480 rereplic	ATXN2 expr inh	KB-3-1 cytotox	MCF10A rereplic	WRN inhibitor	HT1080 IDH1KD tx
COc1ccc2cc(C(=O)Nc3ccccc3)sc(=O)c2c1OC	-4%	?	0	0%	7%	6%	?	-35%	-17%
COc1cccc(/C=C/C(=O)N2CC(C)OC(C)C2)c1OC (stereo not given)	26%	12%	-1	-12%	22%	9%	9%	7%	13%
CCOc1cc(S(=O)(=O)NCCc2cccc(C)c2)c(OCC)cc1-n1cnnn1	1%	-22%	-23	1%	9%	-7%	15%	-1%[57.1 µM]	9%[9.24 µM]
Cc1ccc(NC(=S)N2CCC(NC(=O)c3cccc(F)c3)CC2)cc1	1%	1%	4	13%	-4%	-1%	-1%	1%[57.1 µM]	4%

# (list continues)
SMILES,HT1080NT lethal,KB-V1 cytotox,IL1B secr inh,SW480 rereplic,ATXN2 expr inh,KB-3-1 cytotox,MCF10A rereplic,WRN inhibitor,HT1080 IDH1KD tx
CCn1c(SCC(=O)Nc2cccc(F)c2)nc2c(c1=O)SC(C)C2 (stereo not given),-5%,-19%,-14,0%,-7%,-3%,-2%,3%,2%
CCC(CC)COC(=O)C1=C(C)NC(=O)NC1c1cc(OC)ccc1OC (stereo not given),?,-22%,-1,-5%,.,-8%,-1%,7%,-30%
CCOC(=O)C1=CCN(S(=O)(=O)c2ccccc2Cl)C1c1cccc(Cl)c1 (stereo not given),?,-1%,75,.,-23%,-1%,.,-6%,?
CCOc1ccc(NC(=O)CSc2nnnn2C2CCCC2)cc1,-8%,-21%,-15,-16%,0%,-20%,-18%,2%,-6%
O=C(Nc1ccc(-c2cn3ccsc3n2)cc1)C1CC1,-13%,?,4,0%,-12%,-30%,6%[9.22 µM],-1%,-5%
CC(=O)Nc1nc2cc(N)ccc2s1,1%,-10%,-7,1%,9%,-8%,-2%,2%,-2%
CC1CCCCC1NC(=O)CN1c2cccc3cccc(c23)S1(=O)=O (stereo not given),0%,?,29,-5%,15%,-1%,-2%,-16%,-5%
C/C(=N\Nc1nncc2ccccc12)c1ccc(O)cc1,13%,1%,7,4%,-5%,-17%,4%,-4%,-1%
O=C(O)CCC(=O)OCCCc1cc2ccccc2c(=O)o1,-1%,4%,36,1%,1%,?,-2%,-32%,6%
CN(CC(=O)Nc1ccccc1Br)C(=O)c1ccccc1OCc1ccccc1Cl,?,?,-82*,-106%[inhibitor],-26%,-28%,?,3%,?
CCN(Cc1ccccc1)c1c(C(=O)O)cnc2c1cnn2C,2%,4%,13,-8%,-10%,5%,-16%,3%,11%
Cc1nnsc1NC(=O)OCc1ccc(Cl)cc1Cl,-6%,0%,51,-6%,-1%,-7%,0%,-3%,-14%
COc1ccc2[nH]c(C)c(CCN3C(=O)C4CC=CCC4C3=O)c2c1 (stereo not given),-4%,-10%,0,5%,113%[activator],-29%,-9%,3%,-1%
O=C(CNC(=O)c1ccc(Cl)cc1Cl)Nc1ccc(F)cc1,2%,-9%,-10,1%,7%,13%,8%,2%,13%
Oc1[nH]c2ccccc2c1N=Nc1ccccn1,12%,0%,-3,-5%,54%[activator],3%,-3%,-16%,5%
O=C(O)c1cc(N/N=C/c2c(O)ccc3ccccc23)ccc1Cl,3%,2%,19,-9%,142%[activator],-4%,6%,-22%[11.6 µM],-4%
